# Screening data: PubChem, National Center for Advancing Translational Sciences (NCATS)
# Vif-APOBEC3G blk = qHTS for Inhibitors of Vif-A3G Interactions: qHTS | AID 602310, 2012 | 410,000 compounds, 0.076% hits | Potency, µM (highest dose often 46.1 µM), for inactives: at the top dose activity, negative = active, most hits filed as inhibitors | HeLa A3G-eYFP + Vif (tagged APOBEC3G with the HIV-1 protein that degrades it), YFP fluorescence, overnight;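 further: potency means the concentration at half of the fitted maximal effect; on the % scale 0 is the no-effect control and ±100 the full control effect; nearly all actives have a fitted effect of over 60% in size; hits raise eYFP signal because A3G escapes Vif-driven loss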
#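 Read-out is eYFP fluorescence (Ex 488/Em 500-530) from Vif-expressing HeLa A3G-eYFP cells; more signal means A3G escaped Vif-mediated degradation. Cells plated overnight, compound pinned in, incubated overnight at 37 deg C.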
# USP1-UAF1 inh = Inhibitors of USP1/UAF1: Primary Screen; recombinant USP1/UAF1, Ub-Rhodamine cleavage fluorescence; Potency, µM (top dose mostly 57.1 µM), without a hit: top-dose activity change, negative = inhibition, actives largely listed as inhibitors; 390,000 compounds, 0.23% hits; further: potency means the concentration at half of the fitted maximal effect; on the % scale 0 is the no-effect control and ±100 the full control effect; nearly all actives have a fitted effect of over 60% in size; inactives centre near -12
#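 USP1/UAF1 complex (1 nM) preincubated 15 min at room temperature with compound, then Ub-Rho substrate (150 nM final) added. Kinetic fluorescence at 480/540 nm over 6 reads at 60 s intervals; 50 mM HEPES pH 7.8, 0.5 mM EDTA, 0.1 mg/ml BSA, 1 mM TCEP, 0.01% Tween-20.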
# RXFP1 ag = qHTS Assay for Agonists of the Relaxin Receptor RXFP1 | Relaxin receptor 1 (Homo sapiens), Q9HBX9 | HEK293T-RXFP1 cAMP TR-FRET, 30 min; response scale: percent of porcine relaxin response, buffer zero | Potency, µM (doses to about 57.5 µM), without a hit: at the top dose activation, usual class: activators | 370,000 compounds, 0.3% hits | AID 2676, 2010; further: potency means the concentration at half of the fitted maximal effect; on the % scale 0 is the no-effect control and ±100 the full control effect; nearly all actives have a fitted effect of over 60% in size; many of its hits are not listed in these tables
#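 HEK293 cells stably expressing RXFP1, treated 30 min at 37C with compounds plus PDE4 inhibitor Ro 20174; cAMP measured by HTRF TR-FRET. Normalized to buffer and 29 nM porcine relaxin; EC50 by Hill fit.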
# LDHA block = qHTS assay for inhibitors of human lactate dehydrogenase; L-lactate dehydrogenase A chain (Homo sapiens), P00338; purified LDHA, NADH/diaphorase-resazurin fluorescence; stronger effect = lower value; activity change, % (values are at about 110 or 230 µM); 480,000 compounds, 0.15% hits; in the data active means activity change below about -30%; inconclusive means mostly about -25% to -30%;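 further: plate controls were DMSO wells for no effect and wells without enzyme for full effect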
#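 Human LDH5 at 2 nM final in Tris HCl pH 7.4 with 0.06 mM NADH and 0.2 mM pyruvate, reacted 5 minutes at room temperature. Remaining NADH coupled via diaphorase/resazurin; resorufin fluorescence read at 0 and 20 minutes, normalized to enzyme-free and DMSO wells.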
# Vif-A3F inh = qHTS for Inhibitors of Vif-A3F Interactions: qHTS. HeLa A3F-eYFP + Vif (tagged APOBEC3F with the HIV-1 protein that degrades it), YFP fluorescence increase. Potency, µM (titrated, usually from 46.1 µM), without a hit: top-dose activity, negative = active. 390,000 compounds, 0.2% hits. AID 602313, 2012; further: potency means the concentration at half of the fitted maximal effect; % of control where 0% means no effect; nearly all actives have a fitted effect of over 65% in size
#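 HeLa cells stably expressing A3F-eYFP plus Vif, plated and incubated overnight at 37 deg C, then exposed to compounds overnight at 37 deg C. Blocked degradation read as raised yellow fluorescence (Ex 488/Em 500-530).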
# PI4K2A inh = qHTS for small molecular inhibitors of PI4K2A | Phosphatidylinositol 4-kinase type 2-alpha (Homo sapiens), Q9BTU6 | purified PI4K2A, ADP-Glo luminescence, 1 h; stronger effect = lower value | activity change, negative = inhibition, % at 76.9 µM | 420,000 compounds, 0.13% hits; in the data active means activity change below about -50%; inconclusive means mostly about -30% to -49%;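 further: -100% = wells without enzyme as full effect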
# Target sequence (Q9BTU6 whole entry, looked up): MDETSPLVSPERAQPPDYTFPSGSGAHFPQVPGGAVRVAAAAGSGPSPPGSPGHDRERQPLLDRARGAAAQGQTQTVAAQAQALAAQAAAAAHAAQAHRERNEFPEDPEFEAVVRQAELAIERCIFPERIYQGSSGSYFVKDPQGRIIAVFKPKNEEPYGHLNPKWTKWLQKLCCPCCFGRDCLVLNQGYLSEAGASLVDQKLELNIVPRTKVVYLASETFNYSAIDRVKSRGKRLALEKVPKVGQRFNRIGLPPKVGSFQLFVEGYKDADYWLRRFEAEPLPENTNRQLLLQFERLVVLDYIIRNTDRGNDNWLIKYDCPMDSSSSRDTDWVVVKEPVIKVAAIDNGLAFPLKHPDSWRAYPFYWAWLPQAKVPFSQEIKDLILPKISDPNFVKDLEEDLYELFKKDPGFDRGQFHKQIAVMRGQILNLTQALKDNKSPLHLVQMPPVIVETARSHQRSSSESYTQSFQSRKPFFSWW
#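 PI4K2A activity was measured by ADP-Glo luminescence: enzyme (4 ug/mL stock) and phosphatidylinositol (1.2 mM stock) in Tris pH 7.5/MgCl2/EGTA/Triton X-100 buffer were reacted with ATP (300 microM stock) for one hour at ambient temperature.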
# mIDH1 inhibitor = qHTS for Inhibitors of mutant isocitrate dehydrogenase 1 (IDH1): qHTS; Isocitrate dehydrogenase [NADP] cytoplasmic (Homo sapiens), O75874; IDH1-R132H enzyme, NADPH consumption, diaphorase/resazurin fluorescence; Potency, µM (series often up to 76.6 µM), inactives show at the top dose activity change, negative = inhibition, most hits filed as inhibitors; 390,000 compounds, 0.093% hits; AID 602179, 2012; further: potency means the concentration at half of the fitted maximal effect; on the % scale 0 is the no-effect control and ±100 the full control effect; nearly all actives have a fitted effect of over 65% in size
#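 IDH1-R132H (0.5 ug/mL) preincubated 30 min with compound, then NADPH (0.016 mM) and alpha-KG (2 mM) added; 80 min at RT, pH 7.5. Remaining NADPH coupled via diaphorase/resazurin to fluorescence (540/590 nm); concentration-response curves normalized to no-enzyme control.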
# GRP78 ERSR act = qHTS for Inducers of the Endoplasmic Reticulum Stress Response (ERSR) in Human Glioma: qHTS. U87-MG GRP78 promoter luciferase reporter, 16 h. Potency, µM, for inactives: at the top dose activation, hits mostly activators. 420,000 compounds, 0.02% hits. AID 602332, 2012; further: potency means the concentration at half of the fitted maximal effect; series mostly up to about 76 µM; % of control where 0% means no effect; nearly all actives have a fitted effect of over 35% in size
#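 ERSR induction read as luciferase luminescence (Bright-Glo, 10 min at room temperature) in stably transfected human U87-MG glioma cells exposed to compounds for 16 h, using GRP78 as sensor.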
# TrxR1 substrate = qHTS Assay for Substrates of Mammalian Selenoprotein Thioredoxin Reductase 1 (TrxR1): qHTS; Thioredoxin reductase 1, cytoplasmic (Rattus norvegicus), O89049; purified TrxR1 substrate turnover, NADPH consumption readout; Potency, µM (top dose mostly 114 µM), without a hit: at the highest dose activity change, negative = substrate turnover; 390,000 compounds, 0.01% hits; further: potency means the concentration at half of the fitted maximal effect; on the % scale 0 is the no-effect control and ±100 the full control effect; nearly all actives have a fitted effect of over 50% in size
# Target sequence (O89049 whole entry, looked up): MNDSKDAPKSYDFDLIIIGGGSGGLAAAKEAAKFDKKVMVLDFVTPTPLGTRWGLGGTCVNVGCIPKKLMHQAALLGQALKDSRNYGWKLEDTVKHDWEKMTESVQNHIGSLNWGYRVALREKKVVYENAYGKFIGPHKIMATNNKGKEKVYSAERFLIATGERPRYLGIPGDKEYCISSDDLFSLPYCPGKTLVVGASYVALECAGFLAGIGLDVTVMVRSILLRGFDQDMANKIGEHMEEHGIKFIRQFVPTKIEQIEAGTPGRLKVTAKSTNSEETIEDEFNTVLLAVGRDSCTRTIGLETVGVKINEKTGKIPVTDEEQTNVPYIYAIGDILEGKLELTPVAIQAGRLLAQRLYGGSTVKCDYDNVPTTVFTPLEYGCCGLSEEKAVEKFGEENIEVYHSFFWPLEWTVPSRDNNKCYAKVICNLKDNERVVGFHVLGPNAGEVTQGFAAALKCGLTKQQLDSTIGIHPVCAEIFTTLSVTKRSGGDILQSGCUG
#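 Rat TrxR1, dispensed at 90 nM, was prereduced with 400 uM NADPH (final) for 5 min at ~22 deg C, then incubated with compound 15 min before 400 uM selenite. A first-read NADPH fluorescence drop versus no-compound background flagged substrates.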
# Active calls of the source: *; ? = inconclusive; nt = no result given; [ ] = remark or other dose. Unless noted, the call rests on the fitted dose curve; in most records, active means well fitted curve in the direction sought with a large enough effect; inconclusive means small, poorly fitted or top-dose-only effect, or another doubt; inactive means no such curve, though single readings can be large; an effect the other way counts as inactive or inconclusive. An excerpt; the hit share may differ from the screen's.
SMILES,Vif-APOBEC3G blk,USP1-UAF1 inh,RXFP1 ag,LDHA block,Vif-A3F inh,PI4K2A inh,mIDH1 inhibitor,GRP78 ERSR act,TrxR1 substrate
CC12CCC(C(=O)Nc3nc4ccc(Br)cc4s3)(OC1=O)C2(C)C (stereo not drawn),4%,-20%,-0.9%,0,-13%,-5,9%,-1%,4%
Cc1c(C(=O)c2ccccc2)oc2ccc3ccccc3c12,-2%,-8%,-0.3%,0,-5%,0,6%,-1%,-7%[57.1 µM]
COCCNC(=O)c1ccc(-c2nc(CN3CCc4ccccc43)c(C)o2)cc1,-9%,-32%,3.4%,-2,-4%,-3,4%,-3%,-2%[57.1 µM]
C/C(=N\OCC(=O)Nn1c(=O)[nH]c2ccccc2c1=O)c1cccs1,-8%,-15%,0.1%,-2,-5%,4,13%,0%,5%
COc1ccccc1NC(=O)c1cc(C)oc1C,-2%,-8%,-1.2%,-6,14%,2,-2%,2%,2%
O=c1nc(-c2ccccc2)c(-c2ccccc2)n[nH]1,-2%,-14%,8.0%,-4,2%,1,-1%,1%,5%
O=C(COC(=O)c1ccc(O)cc1O)Nc1cc(-c2ccccc2)nn1-c1ccccc1,0%,-6%,-1.1%,-10,-3%,-2,0%,-4%,-3%
Cc1ccc(C#N)c(SCCN2CCCCC2)n1,4%,-4%,-2.1%,-10,2%,-3,8%,-6%,-1%
C=CCOCC(O)Cn1c(N2CCCC2)nc2c1c(=O)[nH]c(=O)n2C (stereo not drawn),0%,3%,0.2%,-2,-1%,2,3%,-1%,-10%
COc1ccc2nc(SC(C)C(=O)NC3CCCCC3)[nH]c2c1 (stereo not drawn),-4%,-23%,0.8%,-3,0%,-6,0%,-2%,1%[57.1 µM]
COc1ccc(C(=O)C[n+]2cccc3cc(OC)ccc32)cc1,5%,-17%,-0.4%,-2,13%,6,1%,-5%,6%[57.1 µM]
COC(=O)c1ccccc1NC(=O)C1=CC(c2ccc(C)cc2)=NS(=O)(=O)N1C,0%,-23%,-4.5%,-3,-5%,0,0%,0%,-1%
CCSc1nnc(NC(=O)c2ccco2)s1,1%,0%,0.6%,-11,-2%,7,6%,-3%,-13%
Cc1cc(=O)oc2cc3c(cc12)OCCO3,0%,-9%,0.1%,-3,1%,-4,-1%,2%,131%[activator]
C=Cc1ccc(Cn2c(=O)n(CCCOC)c(=O)c3sccc32)cc1,2%,-22%,-0.5%,-3,-3%,7,-5%,-1%,0%
CC(=O)c1cccc(NC(=O)c2noc3c2CCCC3)c1,-4%,?,0.9%,0,0%,-2,19%,-4%,2%
CC1CCCCC12NC(=O)N(CC(=O)Nc1ccc3[nH]c(=O)[nH]c3c1)C2=O (stereo not drawn),-3%,-12%,0.1%,-4,1%,-4,4%,-2%,2%
Cc1nnc(NC(=O)c2cc(S(=O)(=O)N3CCCCC3)ccc2Cl)s1,-4%,-3%,2.8%,-13,-8%,-1,3%,-6%,6%
COc1ccc(/C=N/Nc2nnc(Cc3ccc(OC)c(OC)c3)c(=O)[nH]2)cc1OC,-3%,-20%,-2.2%,-1,-8%,1,11%,-8%,-2%
COc1cc([C@@H]2c3cc4c(cc3[C@@H](O)[C@H]3COC(=O)[C@H]23)OCO4)cc(OC)c1O[Si](C)(C)C(C)(C)C,2%,-29%,-2.4%,5,1%,-2,28µM*,-13%,-4%[57.1 µM]
O=S1(=O)CC(NCc2ccccc2)C(Nc2ccc(Cl)cc2)C1 (stereo not drawn),-5%,-25%,3.1%,-1,nt,5,3%,-1%,-6%
CCNC(=O)CCS(=O)(=O)c1ccc2ccccc2c1,0%,-9%,-0.6%,-5,-12%,3,0%,-2%,0%[57.1 µM]
O=C(c1ccc(Cl)cc1)c1ccc(CN2C(=O)c3ccccc3C2=O)o1,2%,-8%,5.8%,-6,7%,-12,1%,-3%,3%[57.1 µM]
Cc1ccc(CNC(=O)Cn2nc(C)n3cccc3c2=O)cc1,0%,0%,0.4%,4,-4%,4,11%,-4%,15%
CN1N=C(c2ccc(Cl)cc2)CC(c2ccc(Cl)cc2)C1=O (stereo not drawn),0%,-12%,0.5%,-4,-16%,-2,4%,-1%,-5%
OCC1OC(O)CC(O)C1O (stereo not drawn),0%,-18%,nt,-4,3%,2,-14%,-2%,3%
CCc1ccc(C(=O)Nc2cc3c(cc2Cl)OCCCO3)cc1,1%,-22%,3.3%,-3,3%,3,2%,1%,-17%[57.1 µM]
COc1ccc(C2NC(=O)NC(C)=C2C(=O)Nc2cc(C)cc(C)c2)c(OC)c1 (stereo not drawn),-2%,-18%,5.0%,-6,1%,2,-10%,-1%,4%
COc1ccc(C2CC(=O)c3cnc(N)nc3C2)c(OC)c1 (stereo not drawn),3%,-2%,6.3%,2,7%,-1,2%,-2%,6%
O=C(Nc1ccc(S(=O)(=O)N2CCOCC2)cc1)c1cc(S(=O)(=O)N2CCOCC2)ccc1Cl,-7%,-26%,1.6%,-2,-1%,0,4%,-4%,0%
Cc1cc(Oc2ccc(N)cn2)cc(C)c1Cl,-10%,-22%,1.2%,-4,-1%,-6,-4%,-2%,9%
CCCc1cc(=O)oc2cc(OCC(=O)NCCc3c[nH]c4ccccc34)ccc12,2%,-22%,-0.9%,2,3%,-18,4%,-11%,5%
NS(=O)(=O)c1ccc(NC(=O)CN2CCCc3ccccc32)cc1,-9%,-25%,0.7%,8,3%,-13,0%,2%,5%
COc1ccc(C2/C=C\CN(S(=O)(=O)/C=C/c3ccccc3)[C@H](Cc3ccccc3)C(=O)N2Cc2ccc(F)cc2)cc1 (stereo partly drawn),4%,-24%,-3.3%,-2,4%,18,-7%,-5%,-2%[57.1 µM]
COc1ccc(C(=O)NC(=S)NCc2ccccc2)cc1OC,14%,-16%,0.5%,-13,-20%,1,0%,-5%,2%
COc1ccc([C@@H]2[C@@H]3C(=O)N(C(C)(C)C)C(=O)[C@@H]3[C@]3(CC(C)C)C(=O)N(c4cccc(Br)c4)C(=O)N23)cc1,0%,10%,1.7%,-4,4%,0,0%,-4%,3%[57.1 µM]
COc1ccc(-c2oc3cc(OC(C)=O)cc(OC(C)=O)c3c(=O)c2OC)cc1,-13%,-11%,nt,3,1%,12,?,3%,21%
COCCNC(=O)c1cnn2c(C(F)(F)F)cc(-c3ccc4c(c3)OCO4)nc12,2%,-12%,3.6%,-4,-11%,-4,8%,-1%,16%
O=C(CC(=O)Nc1ccc(F)cc1)Nc1ccc(F)cc1,-7%,-15%,0.7%,-4,12%,4,8%,-5%,0%
COc1ccc2c(c1)CC[C@@H]1[C@@H]2CC[C@]2(C)[C@@H](C(C)=O)C[C@@H]12,-3%,-18%,0.0%,1,-5%,-4,13%,-3%,-8%[57.1 µM]
O=C(COc1ccccc1)NCC(c1ccc(Cl)cc1)N1CCOCC1 (stereo not drawn),2%,-20%,-0.8%,-6,-1%,-1,-8%,-5%,-7%
CC(C)(C)C(=O)NC1(C(F)(F)F)N=C2SCCN2C1=O (stereo not drawn),-1%,-1%,0.8%,1,1%,-2,1%,-4%,0%
COC(=O)C1=C(CSc2nc3ccccc3o2)NC(=O)NC1c1cc(C)ccc1C (stereo not drawn),-8%,-5%,-2.1%,3,1%,-6,-7%,-2%,-5%[57.1 µM]
O=C1CC(c2ccc3c(c2)OCO3)c2cc3c(cc2N1)OCCO3 (stereo not drawn),-15%,5%,-1.2%,-6,-17%,3,3%,-3%,1%
COC(=O)c1cc(OC)c(OC)cc1NC(=O)c1c(-c2ccccc2Cl)noc1C,0%,-24%,3.7%,-5,-10%,1,1%,4%,13%[57.1 µM]

# Part of the list above in order of formula weight, lowest first:
SMILES,Vif-APOBEC3G blk,USP1-UAF1 inh,RXFP1 ag,LDHA block,Vif-A3F inh,PI4K2A inh,mIDH1 inhibitor,GRP78 ERSR act,TrxR1 substrate
COc1ccc2c(c1)CC[C@@H]1[C@@H]2CC[C@]2(C)[C@@H](C(C)=O)C[C@@H]12,-3%,-18%,0.0%,1,-5%,-4,13%,-3%,-8%[57.1 µM]
O=C1CC(c2ccc3c(c2)OCO3)c2cc3c(cc2N1)OCCO3 (stereo not drawn),-15%,5%,-1.2%,-6,-17%,3,3%,-3%,1%
COC(=O)C1=C(CSc2nc3ccccc3o2)NC(=O)NC1c1cc(C)ccc1C (stereo not drawn),-8%,-5%,-2.1%,3,1%,-6,-7%,-2%,-5%[57.1 µM]
